Screening data: PubChem BioAssay, several laboratories
CHRM5 PAM = positive allosteric modulators of human muscarinic M5 receptor. 360,000 compounds, 0.3% hits. AID 624038. P08912. activation, % at 3 µM. CHO-K1 hM5, Fluo-8 calcium, ACh EC20 PAM; 0% = ACh EC20, 100% = ACh EC100;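 active = activation above the run cutoff, the mean activation of all test compounds plus 3 SD, cut at about 18% in these data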
Target sequence (P08912 whole entry, looked up): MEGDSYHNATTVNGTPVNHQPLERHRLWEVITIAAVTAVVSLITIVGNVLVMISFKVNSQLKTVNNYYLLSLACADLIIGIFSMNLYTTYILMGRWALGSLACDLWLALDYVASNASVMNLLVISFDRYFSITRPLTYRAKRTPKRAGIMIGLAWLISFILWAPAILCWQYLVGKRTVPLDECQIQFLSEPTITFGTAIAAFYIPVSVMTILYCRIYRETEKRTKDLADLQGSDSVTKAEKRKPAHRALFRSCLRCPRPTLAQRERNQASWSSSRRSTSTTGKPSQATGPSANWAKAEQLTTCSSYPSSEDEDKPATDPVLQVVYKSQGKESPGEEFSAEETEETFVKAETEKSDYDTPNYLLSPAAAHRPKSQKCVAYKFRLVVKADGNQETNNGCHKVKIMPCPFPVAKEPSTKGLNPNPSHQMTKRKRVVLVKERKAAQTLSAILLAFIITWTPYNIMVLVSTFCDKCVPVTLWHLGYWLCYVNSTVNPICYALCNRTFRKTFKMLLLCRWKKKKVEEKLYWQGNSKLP
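System: CHO-K1 hM5 cells. Reagent: acetylcholine, EC20 level. Compound dosing: single dose, 3 µM nominal final test concentration. Timing: Post-acetylcholine fluorescence recording 140 s. Detection: Fluo-8 calcium fluorescence. Read-out: % activation, ACh-normalized. Benchmarks: ACh EC20 and EC100 wells. Repeats: singlicate, one well per test compound.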
CHRM4 agonist = agonists of human muscarinic M4 receptor (CHRM4) | P08173 | CHO-K1 hM4/Gqi5, Fluo-8 calcium fluorescence; vehicle 0%, full acetylcholine response 100% | activation, % at 3 µM | 360,000 compounds, 0.14% hits | AID 624127;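 active = activation above the run mean over all test wells plus 3 SD, cut at about 32% in these data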;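 note: peak over basal fluorescence ratio per well then scaled between controls; 0% = DMSO wells and 100% = acetylcholine at EC100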
CRFR2-BP antag = blocks CRF-induced signaling of the CRF-BP/CRF-R2 complex. HEK293 CRF-R2/CRF-BP, CRF-induced calcium fluorescence. inhibition, % at 11.8 µM. 350,000 compounds, 0.59% hits;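 active = inhibition of the ligand-induced calcium signal above about 50% at the single tested concentration, limit read from the data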
M5 antag = blocks acetylcholine activation of human M5 receptor | P08912 | CHO-hM5 cells, Fluo-8 calcium fluorescence, ACh EC80 | inhibition, % at 3 µM | 360,000 compounds, 0.59% hits | AID 624040;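 active = inhibition above a per-plate cutoff, the mean of that plate's test compounds plus 3 SD, cut at about 27% in these data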;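 note: 0% = acetylcholine EC80 with DMSO and 100% = DMSO without agonist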
CHRM4 PAM = CHRM4 positive allosteric modulation | AID 624126 | CHO-K1 hM4/Gqi5, Fluo-8 calcium fluorescence, ACh EC20; 0% = ACh EC20, 100% = maximal ACh | P08173 | activation, % at 3 µM | 360,000 compounds, 0.4% hits;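 active = activation above its plate's cutoff, the mean activation of sample wells plus 3 SD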; note: some results filed as inactive read as strong as hits
M1 PAM = human CHRM1 positive allosteric modulation; CHO-K1 hM1, Fluo-8 calcium fluorescence, ACh EC20; 0% = ACh EC20, 100% = maximal ACh; 360,000 compounds, 0.088% hits; AID 588819; P11229; activation, % at 3 µM; in the data active = activation above about 19%, passing the limit was not always enough
Target sequence (P11229 whole entry, looked up): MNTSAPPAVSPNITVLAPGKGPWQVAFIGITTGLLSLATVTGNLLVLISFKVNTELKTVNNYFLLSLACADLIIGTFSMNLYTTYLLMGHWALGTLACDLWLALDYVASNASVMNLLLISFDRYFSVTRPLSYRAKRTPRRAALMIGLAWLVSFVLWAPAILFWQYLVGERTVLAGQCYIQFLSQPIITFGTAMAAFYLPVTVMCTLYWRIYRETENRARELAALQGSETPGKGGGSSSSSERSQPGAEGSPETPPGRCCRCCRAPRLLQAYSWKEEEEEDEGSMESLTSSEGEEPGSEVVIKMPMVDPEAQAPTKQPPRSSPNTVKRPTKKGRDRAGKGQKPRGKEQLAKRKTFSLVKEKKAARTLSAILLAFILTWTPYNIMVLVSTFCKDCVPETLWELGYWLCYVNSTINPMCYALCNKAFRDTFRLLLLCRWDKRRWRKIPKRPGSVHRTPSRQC
M5 ag = agonists of human muscarinic M5 receptor (CHRM5); AID 624037; CHO-K1 hM5 cells, Fluo-8 calcium fluorescence; 0% DMSO wells, 100% maximal acetylcholine response; activation, % at 3 µM; 360,000 compounds, 0.19% hits; P08912;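 active = activation above the run's mean over test compounds plus 3 SD, cut at about 23% in these data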;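 note: signal is peak over basal fluorescence ratio across the kinetic read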
CRFR2-BP ag = CRF-BP/CRF-R2 complex agonism; HEK293 CRF-R2/CRF-BP, calcium dye fluorescence (FLIPR); percent of saturating CRF peptide response; activation, % at 13.2 µM; AID 588473; 350,000 compounds, 0.46% hits;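 active = activation of at least 50%, plus an integration ratio under a set limit after plate pattern correction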;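 note: plate controls were neutral control wells without compound for no effect and CRF at EC100 for full effect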
M4 antag = blocks acetylcholine activation of human M4 receptor; P08173; CHO-hM4 cells, ACh EC80, Fluo-8 calcium fluorescence; inhibition, % at 3 µM; 360,000 compounds, 0.73% hits; AID 624125;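 active = inhibition above its plate's cutoff, the mean inhibition of sample wells plus 3 SD, cut at about 27% in these data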;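 note: 0% = acetylcholine EC80 with DMSO and 100% = DMSO without agonist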
Numbers without * were called inactive; / = no result given.

SMILES	CHRM5 PAM	CHRM4 agonist	CRFR2-BP antag	M5 antag	CHRM4 PAM	M1 PAM	M5 ag	CRFR2-BP ag	M4 antag
Clc1ccc(CSc2ncnc3c2ncn3C2CCCCO2)cc1 (stereo unspecified)	4	7	16	3	6	-7	4	-4.7	-18
CCCNNC(=O)C(O)(c1ccccc1)c1ccccc1	-4	0	-3	-4	3	3	1	1.4	-3
C/C(=N\NC(=O)c1ccncc1)c1ccc(N2CCOCC2)cc1	-5	1	1	3	18	11	0	-0.2	1
Cc1ccccc1NC(=O)NCCc1c[nH]c2ccccc12	-1	1	3	11	-11	5	-6	0.1	11
CCCC#Cc1cnc2c(c1)C(=O)N([C@H](C)CO)C[C@@H](C)[C@@H](CN(C)C(=O)Nc1cccc(F)c1)O2	1	2	-7	-4	5	7	2	2.1	-4
CN1CCN(c2nc(-c3ccc(Cl)c(Cl)c3)nc3ccccc23)CC1	-4	3	/	12	-2	1	0	/	-3
O=C1CC(c2ccccc2)C(C(=O)O)N1 (stereo unspecified)	-3	0	13	-1	-1	-1	1	-2.1	6
CCOc1ccc(NC(=O)C2CCC(N3C(=O)C4CC=CCC4C3=O)CC2)cc1 (stereo unspecified)	-3	8	7	-5	1	3	-1	1.3	-12
CCOc1ccc(NC(=O)C2CCCCN2S(=O)(=O)c2ccccc2)cc1 (stereo unspecified)	-5	2	14	3	-3	8	-1	-1.7	8
COC(=O)[C@@]12CCCCN1[C@H](c1ccc(-c3cccc(Cl)c3)c(OC)c1)[C@@H]1C(=O)N(C)C(=O)[C@@H]12	3	2	-6	4	-2	5	-3	1.2	10
CCOc1ccc(OCc2cccc(C(=O)N(CC)CC)c2)cc1	-2	4	28	-6	-2	0	-1	-0.9	5
Cc1ccc(NC(CC(=O)c2ccccc2)c2ccc(F)cc2)cc1 (stereo unspecified)	-6	-2	14	-3	-7	-10	-4	-3.6	-3
O=C1CN(C(=O)COC(=O)c2ccc(Br)o2)c2ccccc2N1	9	1	0	4	-2	2	1	-0.1	9
Cc1ccc2[nH]c(-c3ccccc3)c(CN3CCOCC3)c(=O)c2c1	-4	-1	-23	0	-7	-5	-5	-2.3	12
COc1ccc(Cn2nnnc2CN2CCC(c3nc4ccccc4s3)CC2)cc1	-8	8	-19	5	-7	8	0	1.7	8
COCOCCn1cc(CN2CCS(=O)(=O)N(Cc3ccc(-c4ccncc4)cc3)C(C(C)C)C2=O)nn1 (stereo unspecified)	2	1	-3	6	-1	-4	-1	-0.5	-10
Cc1ccc2[nH]c(=O)c(CN(Cc3ccco3)C(=O)N3CCOCC3)cc2c1	-1	7	-2	8	-4	4	3	0.0	1
CCc1c(C)sc(NC(=O)Cc2ccccc2C)c1C(=O)N1CCOCC1	-10	0	-9	24	-2	-2	-3	-1.8	7
O=C1NN(c2ccc(Cl)c(Cl)c2)C(=O)/C1=C/c1ccc(-c2ccccc2C(=O)O)o1	-3	0	6	10	-6	18	-2	-1.7	1
C/C=C/c1ccc(OCCN2CCc3ccccc3C2)c(OC)c1	-2	1	-5	-7	-5	6	-2	0.1	1
O=C(CSc1ncccn1)NC1CCS(=O)(=O)C1 (stereo unspecified)	1	2	-8	4	15	9	-2	-0.4	-8
COc1ccc(OCCCC(=O)Nc2cccc(SC)c2)cc1	1	1	13	5	4	4	-4	2.8	10
Cn1cccc1C(=O)OCC(=O)NCc1ccc2c(c1)OCO2	4	2	11	-10	4	3	-2	-3.1	-11
CCN1CCCC1CNCc1ccc(Cl)cc1Cl (stereo unspecified)	-9	1	5	1	-11	-14	-7	0.0	-2
N#CCN1CCCC(C(N)=O)C1 (stereo unspecified)	-16	20	11	15	-16	-3	2	0.3	-4
COc1ccc(C(=O)CN2CCN(c3ccc(Cl)cc3)CC2)cc1OC	1	2	12	-1	-4	8	-4	0.4	7
CCCCC(CC)CNC(=O)Cn1c(=O)[nH]c2ccsc2c1=O (stereo unspecified)	3	0	-7	5	-1	4	0	0.9	2
Cc1ccc(-n2[nH]c(C)c(/C=N/N3C(=O)c4cccc5cccc(c45)C3=O)c2=O)cc1	2	1	12	6	13	5	-2	113*	-6
COc1cc(C(=O)NC(C)Cc2cccs2)cc(OC)c1OC (stereo unspecified)	0	1	0	2	-1	5	-4	-1.3	-1
COc1ccc(C2=NN(C(=O)c3ccco3)C(c3ccco3)C2)cc1OC (stereo unspecified)	3	0	1	3	0	7	-1	-0.5	-6
CCc1ccc(NC(=O)CN(c2ccc3c(c2)OCO3)S(=O)(=O)c2c(C)noc2C)cc1	-3	1	-10	0	-3	0	1	4.5	7
COc1ccc(C(=O)N2CCC(n3nnc4cc(F)ccc43)CC2)cc1OC	1	1	19	5	-1	-1	0	0.3	-2
CCOC(=O)CCCNC(=O)CCNC(=O)c1ccc(OCC)cc1	4	1	1	-3	6	10	3	-1.4	-5
Cc1cc(NC(=O)CCN2C(=O)/C(=C\c3ccccc3)SC2=S)no1	-4	2	0	5	-11	2	5	-0.8	-3
CCOC(=O)c1ccc2nc(NC(NC(C)=O)(C(=O)OC)C(F)(F)F)sc2c1 (stereo unspecified)	-4	1	1	4	-3	0	-1	0.3	7
COc1ccc(NCc2ccc3c(c2)OCO3)cc1Cl	2	0	-13	-3	6	12	-1	-1.6	1
COc1cc(-c2cc(NC(C)=O)c3ncc(-c4ccccc4)n3c2)cc(OC)c1OC	-8	11	/	9	-5	-11	0	/	-17
Cn1ccnc1C1CCCCN1Cc1nc(-c2ccc(Cl)cc2)no1 (stereo unspecified)	-14	2	1	17	-28	-19	-22	-0.5	1
O=C1CCCc2ccccc2N1Cc1ccc(Cl)cc1Cl	-1	-1	1	-9	7	-3	-8	3.0	-4
CCn1c(SC)nnc1C1CCN(S(=O)(=O)c2ccc(OC)cc2)CC1	1	2	-7	-3	-4	5	-2	0.2	18

The list goes on; it opens with the four that closed the last part.
SMILES	CHRM5 PAM	CHRM4 agonist	CRFR2-BP antag	M5 antag	CHRM4 PAM	M1 PAM	M5 ag	CRFR2-BP ag	M4 antag
COc1cc(-c2cc(NC(C)=O)c3ncc(-c4ccccc4)n3c2)cc(OC)c1OC	-8	11	/	9	-5	-11	0	/	-17
Cn1ccnc1C1CCCCN1Cc1nc(-c2ccc(Cl)cc2)no1 (stereo unspecified)	-14	2	1	17	-28	-19	-22	-0.5	1
O=C1CCCc2ccccc2N1Cc1ccc(Cl)cc1Cl	-1	-1	1	-9	7	-3	-8	3.0	-4
CCn1c(SC)nnc1C1CCN(S(=O)(=O)c2ccc(OC)cc2)CC1	1	2	-7	-3	-4	5	-2	0.2	18
CC1(C(=O)NS(=O)(=O)c2cccs2)CCN1C(=O)CC1CC1 (stereo unspecified)	3	1	/	4	3	7	1	/	-1
Cc1ccc(N2C(=O)c3ccccc3C2C(=O)c2cc(C)ccc2O)cc1 (stereo unspecified)	-2	-1	-19	-4	-4	9	-4	0.1	5
COc1ccccc1N1CCN(C2CCN(S(=O)(=O)c3ccc(NC(C)=O)cc3)CC2)CC1	-1	2	-5	-4	6	-6	-9	1.4	-1
COc1cc2c(=O)n(Cc3ccccc3)c(=O)n(CC(=O)NCc3ccco3)c2cc1OC	-5	1	-2	-9	5	7	2	1.0	-4
Cc1cc(CN2C(=O)c3ccccc3C2=O)no1	-6	0	1	1	24	-3	-2	-0.5	-14
COc1cc(C(=S)NCc2ccccc2)cc(Br)c1O	-11	1	-18	-3	-6	8	-4	1.6	5
Cc1ccc(C(=O)Nc2nnc(SCC(=O)N3CCCc4ccccc43)s2)cc1	-4	2	-10	9	8	6	-1	0.7	6
COc1ccc2nccnc2c1[N+](=O)[O-]	7	1	1	-6	2	3	2	0.9	-5
C[C@H](CCC(=O)OCc1cn(CC(=O)c2ccc(O)cc2)nn1)C1CC[C@H]2[C@@H]3CC[C@@H]4C[C@H](O)CC[C@]4(C)[C@H]3C[C@H](O)[C@]12C (stereo partly specified)	-3	11	-7	8	-8	6	4	1.5	22
CSc1ccccc1NC(=O)CN(C)C(=O)Cc1c[nH]c2ccccc12	-4	1	-2	7	-4	5	1	0.9	-2
CN(Cc1cccc(F)c1)C(=O)c1ccc(S(=O)(=O)N2CCCCCC2)cc1	0	8	-8	10	-9	8	2	-0.1	-1
CC(C)C[C@H](NC(=O)Nc1ccc(S(N)(=O)=O)cc1)C(=O)O	-4	1	-8	11	8	7	2	0.4	-5
CC(=O)Nc1ccc(N/C=C(\C#N)S(=O)(=O)c2ccc(Cl)cc2)cc1	4	3	-8	-1	1	4	2	-0.4	2
Cc1cccc(NC(=O)CS(=O)(=O)c2cn(CC(=O)N3CCOCC3)c3ccccc23)c1	1	0	-28	-4	-10	5	0	-0.1	2
O=C(NCCS(=O)(=O)N1CCN(c2cccc(Cl)c2)CC1)c1ccc2c(c1)OCO2	-3	8	-2	4	1	7	4	-1.0	-6
COCCCn1c(=O)c2sccc2n(Cc2cccc(F)c2)c1=O	0	2	17	9	4	10	-11	-0.1	-9
CC(C)=C1C2CCC1C1C(=O)N(NC(=O)COc3ccc(Cl)c(C)c3)C(=O)C21 (stereo unspecified)	-8	2	4	-4	3	-4	-9	-1.6	-3
Cn1c(C(=O)Nc2ccc(Cl)cc2)cc2cc(Cl)ccc21	2	0	-3	-4	0	-6	0	2.9	-15
O=C(/C=C/c1ccco1)Nc1nnc(-c2ccco2)s1	3	1	-13	8	-1	7	3	0.1	7
CCc1ccc(OCCSc2nc3ccccc3n2CCC(=O)O)cc1	-2	1	2	5	2	6	0	-1.8	-5
Cc1ccccc1NC(=O)N1CCCC(c2nc(-c3ccc(C(C)C)cc3)no2)C1 (stereo unspecified)	4	5	2	-3	-6	-5	-2	0.9	-8
CCN(CC)c1ccc2c(Nc3ccccc3)c(C=O)c(=O)oc2c1	6	1	12	-3	3	6	2	-1.7	-5
N#Cc1cc(-c2ccccc2)nn1-c1ccccc1	-1	-2	-18	-2	4	5	-14	0.9	-1
CCCc1cc2c(OC(=O)CC)c(-c3ccc(C(=O)OCC)o3)c(=O)oc2cc1OC	0	1	32	8	9	4	2	-3.4	8
N#Cc1nc(-c2ccccc2F)oc1NCc1ccccc1	-5	1	0	0	3	0	-2	-3.3	-18
CCOc1ccccc1-n1c(CNc2ccc(F)cc2)nnc1SCC(=O)NCc1ccco1	-1	2	-8	2	7	7	-2	-0.6	-9
CCOC(=O)/C=c1\s/c(=C\c2ccc3cc(OC)ccc3c2)c(=O)n1CC(=O)NCc1ccc2c(c1)OCO2	7	16	-28	6	-13	-8	3	37	10
Cc1cccc(N2C(=O)c3cccc4c(N5CCCCC5)c([N+](=O)[O-])cc(c34)C2=O)c1C	3	1	47	-10	-2	9	-1	-0.8	-5
Cc1cc(C)n2c(nc3ccccc32)c1C(=O)NN	-5	2	-1	5	-6	10	-3	1.2	-11
Cc1snc(SCC(=O)c2ccc(Cl)cc2)c1C#N	-7	2	-14	10	-7	0	0	0.1	2
CCN1C(=O)c2ccccc2S(=O)c2ccc(C(=O)N3CCN(C(=O)c4ccco4)CC3)cc21 (stereo unspecified)	-8	0	17	2	-5	-10	0	1.1	-5
